Compound activity deposited in PubChem BioAssay by several laboratories.
Efflux pump mplx – inhibitors of Candida efflux pumps in yeast, primary screen, S. cerevisiae, Nile Red, multiplex. S. cerevisiae Candida pump triplex. inhibition, % at 10 µM. actives 0.44% (n = 330,000). AID 485275, 2010;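 active = plate passing quality check with inhibition over a set limit, or well fluorescence over plate mean plus 4 SD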;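 note: Nile Red retained in pooled yeast measured as flow cytometry median fluorescence; 0% = buffer negative control and 100% = Enniatin B positive control; higher means more Nile Red kept so more efflux inhibition; some compounds called inactive have numbers as strong as hits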
MEX-5 binding – MEX-5 zinc finger RNA-binding disruptors – biochemical, C. elegans, fluorescence polarization, MLPCN library, primary screen. MEX-5/FITC-TCR2 RNA binding; hits give low values. activity score (negative = inhibition of binding), % at 10 µM. actives 0.38% (n = 300,000). AID 1832, 2009;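 active = inhibition past about -25% in most replicates, and total fluorescence under double the plate's negative control median, limit read from the data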;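 note: 0% = DMSO and -100% = 5 µM competing unlabeled TCR2 RNA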
MCL1-BIM inh – inhibitors of MCL1 binding to BIM-BH3, primary screen, biochemical, fluorescence polarization; Induced myeloid leukemia cell differentiation protein Mcl-1 (Homo sapiens), Q07820; GST-MCL1 / FITC-Bim-BH3 fluorescence polarization; inhibition, % at 10.9 µM; actives 0.68% (n = 320,000);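 active = inhibition above the mean inhibition of all tested compounds plus 3 SD, set per campaign, cut at about 40% in these data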;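 note: 0% = DMSO wells and 100% = unlabeled Bim-BH3 peptide control; higher means more loss of mP so more displacement of Bim peptide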
Bcl-xL primary – inhibitors of human Bcl-xL, primary screen, biochemical, fluorescence polarization, HTS. GST-Bcl-xL / FITC-Bim BH3 peptide fluorescence polarization. Bcl-2-like protein 1 (Homo sapiens), Q07817. AID 2129, 2009. actives 0.7% (n = 320,000). inhibition, % at 10.9 µM;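 active = inhibition above the mean of all tested compounds plus 3 SD, cutoff set per campaign, cut at about 30% in these data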;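 note: 0% = DMSO wells and 100% = unlabeled Bim-BH3 peptide competitor; inhibitors lower millipolarization by displacing the labeled peptide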
Target sequence (Q07817 whole entry, looked up): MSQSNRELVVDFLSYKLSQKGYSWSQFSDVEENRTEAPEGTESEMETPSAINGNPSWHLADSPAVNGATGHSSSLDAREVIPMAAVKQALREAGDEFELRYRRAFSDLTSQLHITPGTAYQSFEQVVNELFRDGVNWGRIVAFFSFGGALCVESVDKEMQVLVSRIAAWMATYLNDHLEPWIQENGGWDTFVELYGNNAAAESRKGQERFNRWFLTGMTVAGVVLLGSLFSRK
VLA-4 inh – inhibition in human VLA-4 binding assay, primary screen, VLA-4 allosteric modulator project, MLPCN library, flow cytometry, VLA-4 expressing cells; Integrin alpha-4 (Homo sapiens), P13612; ligand binding flow cytometry; inhibition, % (about 7 µM as worked out from the volumes in the protocol); actives 0.2% (n = 330,000); in the data active = inhibition above about 50%
GLD-1 TGE inh – GLD-1/TGE RNA complex disruptors, primary screen, biochemical, fluorescence polarization; purified GLD-1 + fluorescein TGE RNA; inhibition, % at 5.96 µM; actives 0.44% (n = 320,000); AID 2280, 2010;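 active = percent inhibition above a per-plate cutoff, the plate mean of test compounds plus 3 SD, cut at about 30% in these data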;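 note: 0% = DMSO wells with GLD-1 and probe and 100% = wells lacking GLD-1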
Target sequence (Q17339 whole entry, looked up): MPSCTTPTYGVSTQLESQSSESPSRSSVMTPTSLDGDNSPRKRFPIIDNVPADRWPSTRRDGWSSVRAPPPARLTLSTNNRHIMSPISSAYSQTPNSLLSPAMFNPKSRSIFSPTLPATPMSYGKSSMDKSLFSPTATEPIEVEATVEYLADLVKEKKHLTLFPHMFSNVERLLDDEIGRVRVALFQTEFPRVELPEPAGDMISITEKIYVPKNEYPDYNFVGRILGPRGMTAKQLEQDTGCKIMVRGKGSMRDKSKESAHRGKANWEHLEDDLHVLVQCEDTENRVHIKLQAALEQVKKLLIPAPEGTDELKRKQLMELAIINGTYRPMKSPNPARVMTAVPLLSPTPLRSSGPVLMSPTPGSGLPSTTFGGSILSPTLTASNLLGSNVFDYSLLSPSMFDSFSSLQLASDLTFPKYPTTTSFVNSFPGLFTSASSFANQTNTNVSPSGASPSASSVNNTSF
Fam108B counter – mouse Fam108B serine hydrolase inhibitors, primary screen, counter-screen for RBBP9 inhibitor project, biochemical, fluorescence polarization; recombinant Fam108B, FP-Rh probe fluorescence polarization; inhibition, % at 9.51 µM; actives 0.33% (n = 300,000); AID 1947, 2009;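 active = inhibition above the screen mean inhibition plus 3 SD, computed separately per campaign, cut at about 18% in these data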;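 note: inhibitors lower polarization as less probe binds the enzyme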
GRK2 aptamer HTS – compounds blocking aptamer binding on GRK2 – biochemical, human GRK2, bead flow cytometry, HTS, primary screen | FAM-aptamer displacement from GRK2 | inhibition of aptamer binding, % at 10 µM | actives 0.59% (n = 330,000) | Beta-adrenergic receptor kinase 1 (Homo sapiens), P25098;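 active = inhibition of aptamer binding above 40%, roughly 3 SD of noise, on plates passing a quality check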;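 note: median bead fluorescence of bound FAM aptamer so fluorescent compounds give negative values; no value below 0 was filed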
PME-1 primary – PME-1 inhibitors via competitive probe labeling, primary screen, biochemical, fluorescence polarization, FP-Rh probe, HTS; Protein phosphatase methylesterase 1 (Homo sapiens), Q9Y570; recombinant PME-1; inhibition, % at 5.9 µM; actives 0.53% (n = 320,000);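 active = inhibition above the campaign mean of all compounds plus 3 SD, cut at about 26% in these data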;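 note: competitive labeling of PME-1 active site by serine hydrolase directed probe; 0% = PME-1 with DMSO and 100% = wells lacking PME-1 enzyme; inhibitors block probe labeling so polarization falls and inhibition rises; many of its hits are not listed in these tables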
Target sequence (Q9Y570 whole entry, looked up): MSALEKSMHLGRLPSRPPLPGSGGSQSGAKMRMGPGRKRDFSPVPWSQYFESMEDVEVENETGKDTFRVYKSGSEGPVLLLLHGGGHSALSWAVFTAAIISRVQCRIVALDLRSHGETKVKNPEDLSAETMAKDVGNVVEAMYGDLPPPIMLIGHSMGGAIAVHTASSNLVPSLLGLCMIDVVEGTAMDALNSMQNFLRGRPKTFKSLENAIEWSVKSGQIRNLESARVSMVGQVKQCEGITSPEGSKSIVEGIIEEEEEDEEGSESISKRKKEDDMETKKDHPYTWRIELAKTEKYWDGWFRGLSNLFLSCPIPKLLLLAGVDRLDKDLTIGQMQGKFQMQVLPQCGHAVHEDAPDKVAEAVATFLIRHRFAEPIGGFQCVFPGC
* = called active by the depositor; / = no result given. A portion of the library; the hit share may differ from the screen's.

SMILES | Efflux pump mplx | MEX-5 binding | MCL1-BIM inh | Bcl-xL primary | VLA-4 inh | GLD-1 TGE inh | Fam108B counter | GRK2 aptamer HTS | PME-1 primary
CCn1c(Cc2c(C)[nH]c3ccccc23)nnc1SCC(=O)NCc1ccco1 | -0.2 | -0.3 | 0 | 4 | -2 | 9 | 2 | 2 | -2
CCCCCn1c(=S)[nH]c2ncccc2c1=O | -0.1 | -4.0 | 2 | 5 | -7 | -4 | 2 | 2 | 3
CC(C)CN(Cc1c(O)ccc2ccccc12)CC(C)C | 0.8 | 1.8 | -7 | -1 | -8 | 12 | 0 | 0 | -4
Cc1cccc(NC(=O)c2sc3nc(-c4ccc(F)cc4)cn3c2C)n1 | -0.2 | -1.3 | -12 | -6 | -26 | -22 | -4 | 3 | -13
COc1cc([N+](=O)[O-])ccc1NC(=O)CSc1nc2ccccc2n1-c1ccccc1 | -0.2 | 0.0 | -7 | -8 | 15 | 6 | 0 | 0 | -6
CCOC(=O)N1CCN(S(=O)(=O)c2ccc3c(c2)CCN3C(=O)C2CC2)CC1 | -0.1 | -0.3 | 1 | 3 | 9 | 8 | 2 | 4 | 5
Cc1ccc(CNC(=O)c2ccc(Cl)c(S(=O)(=O)N3CCCCC3)c2)cc1 | 0.1 | / | 0 | 3 | -8 | 3 | / | 1 | 4
COc1ccc(CCNC(=O)COc2ccc(C)nc2[N+](=O)[O-])cc1 | 0.0 | 0.8 | -3 | -11 | 0 | 10 | 4 | 0 | 2
COC(=O)c1sc(NC(=O)CSc2nnc(C(C)C)n2C)nc1C | -0.1 | -5.1 | -2 | 5 | 14 | 6 | 2 | 2 | -3
Cc1cccc(C)c1NC(=O)CN1CCc2ccccc2C1 | 0.0 | 1.2 | -9 | -2 | 4 | 10 | 1 | 3 | 3
COc1ccc(-c2cc(C(F)(F)F)n3nc(C(=O)O)cc3n2)cc1OC | 0.1 | -11 | -6 | 7 | 6 | -4 | -5 | 4 | 4
CN(C)C(=O)CSc1nc(-c2cccs2)c(-c2cccs2)[nH]1 | 0.1 | 0.2 | -2 | 8 | 6 | 7 | 0 | 0 | 4
C/C(=C\c1ccc(C)o1)C(=O)c1c(C)cc(C)[nH]c1=O | 0.3 | -2.1 | 8 | 8 | 6 | -1 | -1 | 4 | 2
O=C(CSCc1ccccc1Br)N/N=C/c1ccc2c(c1)OCO2 | -0.2 | -0.5 | -1 | 5 | 3 | 2 | 0 | 1 | -6
COc1cc(C(=O)NCCCNc2nc3cc(C)cc(C)c3cc2C#N)cc(OC)c1OC | 0.2 | 1.0 | -4 | 0 | -8 | 3 | 5 | 0 | -6

The final two records of the section before are carried over, then new ones follow.
SMILES | Efflux pump mplx | MEX-5 binding | MCL1-BIM inh | Bcl-xL primary | VLA-4 inh | GLD-1 TGE inh | Fam108B counter | GRK2 aptamer HTS | PME-1 primary
O=C(CSCc1ccccc1Br)N/N=C/c1ccc2c(c1)OCO2 | -0.2 | -0.5 | -1 | 5 | 3 | 2 | 0 | 1 | -6
COc1cc(C(=O)NCCCNc2nc3cc(C)cc(C)c3cc2C#N)cc(OC)c1OC | 0.2 | 1.0 | -4 | 0 | -8 | 3 | 5 | 0 | -6
CCN(Cc1ccccc1)C(=O)CN1C(=S)NC(C)(C)CC1C (stereo unspecified) | 0.1 | 2.7 | 1 | -2 | 13 | 6 | -5 | 8 | -5
CC(C)C(=O)NC(=S)Nc1ccccn1 | -0.1 | -0.7 | 0 | -2 | 3 | 2 | -2 | 3 | -2
COc1cc(O)c2c(=O)cc(-c3ccccc3)oc2c1 | 1.5 | -1.4 | 1 | 2 | 16 | 0 | -4 | 1 | -5
Cc1c(CC(=O)N2C[C@H]3C[C@@H](C2)c2cccc(=O)n2C3)c(=O)oc2cc3occ(C(C)(C)C)c3cc12 | 0.3 | -0.2 | 3 | 2 | 4 | 5 | -1 | 1 | 3
Cc1cc(C)cc(NC(=O)Nc2ccc3c(c2)CCC3)c1 | 0.1 | 2.8 | -10 | 2 | 8 | 3 | -3 | 2 | -2
CCC(=O)N(Cc1ccco1)c1nc(-c2ccc(OC)cc2)cs1 | 0.0 | 2.6 | 0 | 0 | -7 | 4 | 3 | 4 | 4
O=C(CCc1ccccc1F)N1CCN(c2ccccc2)CC1 | 0.0 | 0.2 | / | / | 7 | / | / | 0 | /
COc1ccccc1-c1csc2ncnc(Sc3nnnn3C)c12 | 0.0 | / | 4 | 0 | 18 | 6 | / | 2 | 8
CCOC(=O)[C@@H]1[C@H]2COc3ccc(Br)cc3[C@@H]2N2C(=O)N(c3ccc(F)cc3)C(=O)[C@]12C | 0.0 | -1.4 | 1 | 0 | 16 | 4 | -6 | 0 | -1
CC(SCc1ccccc1)C(=O)N/N=C/c1ccc2c(c1)OCO2 (stereo unspecified) | 0.1 | -1.7 | 3 | 11 | 19 | 2 | -1 | 0 | 0
COc1ccc(N2CCN(C(CNC(=O)C(=O)NC3CC3)c3ccco3)CC2)cc1 (stereo unspecified) | 0.0 | -3.9 | 5 | 0 | -1 | 1 | 3 | 2 | -2
Cc1ccccc1NC(=O)c1ccccc1NC(=O)c1ccco1 | 0.1 | -1.4 | 0 | 1 | -2 | -4 | -2 | 7 | 6
CCN1CCN(CCCNC(=O)c2ccc3c(c2)N(Cc2ccc(C)cc2)CCS3)CC1 | 0.0 | 3.0 | 2 | 0 | 9 | 2 | -2 | 0 | -1
Nc1ccc(CCn2ccnc2)cc1 | -0.3 | -8.8 | 6 | 4 | 3 | -4 | 0 | 0 | -2
C[C@]12C(=O)N(c3ccc(Br)cc3)C(=O)N1[C@H]1c3ccccc3OC[C@@H]1[C@H]2c1ccccc1 | -0.2 | / | / | / | 6 | 3 | / | 3 | /
CC1CCN(S(=O)(=O)N2CCCC(C(=O)NCc3ccc(F)cc3)C2)CC1 (stereo unspecified) | 0.0 | -2.5 | 2 | 3 | 11 | -10 | -2 | 0 | 2
CN(C)C(=O)CSc1nc2ccc(N3C(=O)c4ccccc4C3=O)cc2s1 | 0.7* | 0.0 | -26 | -25 | 2 | 0 | 0 | 3 | -5
COc1ccccc1OCc1ccc(C(=O)NCc2ccco2)o1 | -0.1 | -1.0 | 4 | 5 | 27 | 1 | 3 | 5 | 3
C[C@@]12CCC=C[C@H]1[C@H](c1ccc(/C=C/c3ccccc3)cc1F)N(Cc1ccccc1)C2=O | 0.2 | -1.0 | 0 | 3 | 3 | 6 | -4 | 0 | -2
CN(C)S(=O)(=O)c1ccc(C(=O)NCC(=O)N/N=C/c2cccs2)cc1 | 0.0 | 2.7 | 10 | 10 | 13 | 6 | -4 | 0 | 3
Cc1cc(C(=O)c2ccc3ccccc3c2)c(C)o1 | 0.2 | 0.1 | -3 | 1 | -4 | -1 | 1 | 0 | -9
CC1(C)SC(=Nc2ccccc2)N(S(=O)(=O)c2ccccc2)C1=O | -0.1 | 3.7 | 3 | 6 | -10 | 4 | 0 | 2 | 0
COc1ccc(CNC(=S)Nc2ccc(Br)cc2)cc1 | 0.0 | -2.2 | 0 | -2 | -1 | 5 | -5 | 0 | -2
CC(NC(=O)c1cncc(Br)c1)c1ccc(S(N)(=O)=O)cc1 (stereo unspecified) | -0.2 | 2.6 | 2 | 1 | -4 | 5 | 0 | / | 4
CN(C)S(=O)(=O)c1ccc(Cl)c(C(=O)Nc2cccc([N+](=O)[O-])c2)c1 | 0.1 | -0.7 | -1 | 5 | 10 | 4 | 0 | 2 | 1
O=C(CO/N=C/c1ccc(OC(F)F)cc1)NCc1cccs1 | 0.2 | 0.9 | 9 | 7 | -2 | 4 | 6 | 4 | 7
C=CCn1c(C)nnc1SCC(=O)Nc1nc(C)c(C(=O)N(C)C)s1 | 0.1 | -3.3 | 2 | 4 | 15 | 2 | -1 | 4 | 9
COc1cc(-c2nnc(SCc3cccnc3)n2C)cc(OC)c1O | 0.0 | -0.9 | -4 | -1 | 16 | 5 | 0 | 1 | -5
O=C(Cc1ccc(Br)cc1)OCC(=O)c1ccc[nH]1 | 0.2 | / | / | / | -3 | -4 | / | 2 | /
CCOC(=O)c1ccc(NC(=O)c2nc[nH]c2C(=O)N[C@@H](C)C(=O)OC(C)(C)C)cc1 | 0.0 | 3.2 | 3 | -1 | -14 | -2 | -5 | 0 | -3
CCC1CCCCN1C(=O)CSc1nnc(CNC(=O)c2cc(OC)c(OC)c(OC)c2)o1 (stereo unspecified) | 0.0 | 0.0 | 5 | 6 | 5 | -8 | -3 | 4 | 3
CC(C)NC(=S)N/N=C/C1=CCC2CC1C2(C)C (stereo unspecified) | 1.0 | 2.4 | 11 | 4 | 22 | -1 | 2 | 1 | -1
CC(=O)Nc1ccc(NC(=O)CSc2nnc(C)c(=O)n2N)cc1 | 0.0 | -0.9 | 4 | 0 | 6 | -2 | 2 | 11 | 5
COc1cccc(NC(=O)NC2CCCCCCC2)c1 | 0.0 | 2.1 | -4 | -3 | 7 | 6 | 1 | 7 | 2
COc1cc(CC(=O)NCC(C)(C)N2CCOCC2)cc(OC)c1OC | -0.2 | -2.8 | -1 | 3 | 6 | -6 | 2 | 0 | -3
CCCc1cc(=O)[nH]c(SCCOc2ccc(OCC)cc2)n1 | 0.2 | 1.1 | 4 | 2 | 8 | 1 | 3 | 0 | 1
O=C1OCCC1Sc1nc2ccccc2c(=O)n1Cc1ccccc1 (stereo unspecified) | 0.1 | 0.2 | 0 | 2 | -8 | 2 | -1 | 0 | 2
CCOC(=O)Nc1sc(=S)n(C)c1C | 0.1 | 0.5 | 16 | 5 | 8 | 9 | -3 | 0 | 3
O=P(Cc1ccncc1)(c1ccccc1)c1ccccc1 | 0.0 | 1.3 | 8 | 1 | 7 | 3 | 0 | 1 | 5
CC/C(O)=C1\C(=O)CC(C)(C)CC1=NCCc1nc2ccccc2[nH]1 | 0.0 | -0.3 | 4 | 2 | 56* | 2 | -2 | 0 | -5
COc1ccc(S(=O)(=O)N2CCOCC2)cc1NC(=O)CCc1cc(OC)c(OC)c(OC)c1 | -0.1 | / | 1 | -1 | -26 | 6 | / | 1 | -2
CCOC(=O)CSc1nc(C)cc(C)n1 | 0.0 | 0.4 | -2 | 0 | -3 | 1 | 2 | 0 | -6
C/C=C(\C)C(=O)O[C@H](c1cc2ccc(=O)oc2cc1OC)[C@@H](O)C(C)(C)O | 0.2 | / | 5 | 1 | 0 | 2 | / | 2 | 4
COC(=O)c1c(NC(=O)CN2C(=O)NC3(CCc4ccccc4C3)C2=O)sc2c1CCCCC2 (stereo unspecified) | -0.1 | 1.5 | 1 | 4 | 6 | 3 | 2 | 4 | 2
CCOC(=O)c1ccc(NC(=O)c2nc[nH]c2C(=O)NCCCNC(=O)c2[nH]cnc2C(=O)Nc2ccc(C(=O)OCC)cc2)cc1 | 0.8 | / | 0 | 0 | -32 | -8 | / | 2 | -7
